NTR1 agonist – agonists of NTR1, primary screen, imaging, U2OS cells, beta-arrestin-GFP, high content (AID 493036); activation, % at 20 µM; NTR1-U2OS beta-arrestin-GFP spot imaging, agonist mode; P30989; 330,000 tested, 0.17% active;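 active = activation at or above 40% of the spot to cytoplasm intensity ratio, with at least 20 cells analyzed; inconclusive = wells under 20 cells, flagged as cytotoxic or low count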;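 also: 0% = DMSO without peptide and 100% = 100 nM NTR1 peptide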
Target sequence (P30989 whole entry, looked up): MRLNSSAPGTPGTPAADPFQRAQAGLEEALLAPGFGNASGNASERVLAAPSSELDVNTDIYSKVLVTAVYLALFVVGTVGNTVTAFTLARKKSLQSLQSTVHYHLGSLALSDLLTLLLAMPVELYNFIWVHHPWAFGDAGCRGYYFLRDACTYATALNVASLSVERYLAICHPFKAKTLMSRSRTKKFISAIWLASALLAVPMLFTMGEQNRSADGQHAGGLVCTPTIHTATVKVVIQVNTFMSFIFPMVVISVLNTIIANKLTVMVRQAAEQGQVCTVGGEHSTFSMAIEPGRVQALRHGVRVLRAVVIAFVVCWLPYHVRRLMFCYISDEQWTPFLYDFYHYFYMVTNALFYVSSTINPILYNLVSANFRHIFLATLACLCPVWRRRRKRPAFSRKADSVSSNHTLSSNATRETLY
Large T inhibition – TAg ATPase/helicase activity blockers – biochemical (AID 1903); SV40 large T antigen ATPase/helicase inhibition assay; higher % means a stronger effect; inhibition, % at 20 µM; hits with a dose series show IC50 in µM; 310,000 tested, 0.39% active; in the data active = a potency from the dose series; inconclusive = inhibition mostly from about 32% at the one dose, without a potency; inactive = the rest, 99 in 100 with inhibition below about 32%; also: strong numbers were not always called active
UTI89 phage lysis – inhibition of K1F phage lysis, E. coli UTI89, bacterial capsule biogenesis inhibitors, alamar blue (AID 488966) | E. coli UTI89 K1F phage lysis, alamar blue, 2 h; higher % means a stronger effect | inhibition, % at 100 µM, or IC50 in µM where a hit was titrated | 340,000 tested, 0.02% active;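 active = phage lysis inhibition, versus mean bacterial control, above a set limit; inconclusive = no clear call, values can overlap the other calls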;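 also: capsule biogenesis inhibitors block K1F phage lysis so surviving cells raise fluorescence; higher fluorescence means more inhibition of phage lysis; actives were called in the ten point dose series up to 300 µM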
Dengue-2 NS5 capping – flavivirus cap methylation enzyme inhibition – biochemical, confirmation dose response, primary screen (AID 588689) | Dengue-2 NS5 methyltransferase capping enzyme assay, biochemical; higher % means a stronger effect | 340,000 tested, 0.3% active | inhibition, % at 25 µM, or IC50 in µM where a hit was titrated; in the data active = a potency from the dose series; inconclusive = inhibition above about 29% without an active follow-up result
RSV antiviral HEp-2 – inhibition of RSV-induced cytopathic effect – HEp-2 cells, primary 10 µM value included (AID 2391); HEp-2 cells, RSV-induced CPE inhibition; higher % means a stronger effect; CPE inhibition, % at 10 µM; hits with a dose series show IC50 in µM; 310,000 tested, 0.13% active; in the data active = a potency from the dose series; inconclusive = CPE inhibition mostly from about 23% at the one dose, without a potency; inactive = the rest, 99 in 100 with CPE inhibition below about 21%; also: strong numbers were not always called active
AID2073 – disruptors of CaV2.2 binding to Mint1 – biochemical, HTRF (AID 2073); inhibition, % at 20 µM, or IC50 in µM where a hit was titrated; HTRF protein-protein interaction, Mint1-CaV2.2; higher % means a stronger effect; 290,000 tested, 0.19% active; in the data active = inhibition mostly above about 51%, no sharp cut-off; inconclusive = no clear call, values can overlap the other calls; inactive = mostly below about 53%; also: some results filed as inactive read as strong as hits
West Nile virus CPE – West Nile virus antiviral activity, cell-based, CPE readout (AID 1621). West Nile virus-infected cells, CPE inhibition; higher % means a stronger effect. one-dose CPE inhibition, % at 10 µM; IC50 in µM for titrated hits. 290,000 tested, 0.02% active; in the data active = a potency from the dose series; inconclusive = CPE inhibition mostly from about 3.7% at the one dose, without a potency; inactive = the rest, 99 in 100 with CPE inhibition below about 2.2%; also: strong numbers were not always called active
Siah-1 displacement – Siah-1 peptide-binding antagonists, primary screen, biochemical, fluorescence polarization, rhodamine-plectin, uHTS (AID 1817). Siah-1 / rhodamine-plectin peptide fluorescence polarization; higher % means a stronger effect. one-dose displacement, % at 20 µM; IC50 in µM for titrated hits. 290,000 tested, 0.02% active;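 active = displacement of at least 50% at 20 µM, with a fluorescence ratio check between 0.3 and a set limit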;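 also: plate controls were Siah plus tracer with DMSO for no effect and tracer alone without Siah for full effect; strong numbers were not always called active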
Rac1 GTP hydrolysis – MgcRacGAP GTPase-activating activity inhibitors, confirmation, biochemical, ADP Hunter fluorescence; MgcRacGAP-stimulated Rac1 GTP hydrolysis, ADP Hunter fluorescence; higher % means a stronger effect; GST-tagged Rac1 F28L mutant substrate; inhibition, % at 30 µM, or IC50 in µM where a hit was titrated; 340,000 tested, 0.6% active; AID 624330;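 active = first-screen hits whose inhibition reached a set limit at any dose in the follow-up dose series; inconclusive = inhibition above the set first-screen limit but never retested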;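 also: fluorescence reports GDP produced by GAP-driven GTP hydrolysis; strong numbers were not always called active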
NTR1 agonist cell count 20 µM – also measured in NTR1 agonist; calls as there; cell count; measured here: cell count, cytotoxicity flag
Dengue-2 NS5 capping pilot replicate – also measured in Dengue-2 NS5 capping; calls as there; inhibition, %; measured here: pilot screen replicate inhibition
* = called active by the depositor; ? = inconclusive; . = no result given; [ ] = another dose, or the depositor's remark. An unsorted share of the library, and some 1.6% of all compounds hit somewhere here.

SMILES	NTR1 agonist	NTR1 agonist cell count 20 µM	Large T inhibition	UTI89 phage lysis	Dengue-2 NS5 capping	RSV antiviral HEp-2	AID2073	West Nile virus CPE	Siah-1 displacement	Rac1 GTP hydrolysis	others
COc1cc(OC)c(C2Nc3ccccc3NC3=C2C(=O)CC(C)(C)C3)cc1OC (stereo unspecified)	0.0	55	8%	3.0%	19%	0.8%	-4%	-0.5%	3%	2%
CCSc1cc(C2C(C(=O)OC)=C(C)NC3=C2C(=O)CCC3)c(C)o1 (stereo unspecified)	-4.2	85	6%	2.5%	10%	0.3%	-13%	0.2%	0%	7%
Cc1ccccc1SC1CCN(Cc2nc(C3CC3)no2)CC1	0.1	101	2%	0.1%	0%	2.3%	-9%	-0.1%	-8%	0%
COc1cccc(NC(=O)CC2SC(=Nc3ccccc3)NC2=O)c1 (stereo unspecified)	0.8	47	-7%	0.2%	1%	0.0%	1%	.	8%	11%
CC(C)C(=O)NC(Nc1cccc([N+](=O)[O-])c1)C(Cl)(Cl)Cl (stereo unspecified)	-0.2	77	20%	-0.4%	1%	1.4%	-2%	-2.0%	2%	-5%
CN(C)CCP(=O)(c1ccccc1)c1ccccc1	-0.7	28	5%	-0.4%	-2%	2.3%	-6%	1.2%	-6%	-4%
Cc1cc(C)cc(-n2c(C)cc(/C=C3\C(=N)N4N=C(CC(C)C)SC4=NC3=O)c2C)c1	3.0	60	12%	3.1%	5%	4.5%	18%	-0.7%	5%	7%
COc1ccc(Br)cc1CNC(=O)CCc1nc(-c2ccccc2F)no1	0.3	67	0%	0.4%	.	4.9%	1%	-0.2%	-1%	3%
COC(=O)c1ccccc1NS(=O)(=O)c1ccc(F)cc1	1.2	77	16%	4.5%	-4%	-0.8%	10%	.	2%	0%
COc1ccc(N2C(=O)CS(=O)C(c3ccccc3)C2=O)cc1 (stereo unspecified)	1.4	77	5%	-0.3%	3%	1.5%	24%	-0.1%	5%	14%
O=C(NC1CCCCC1)C(c1ccc2ncccc2c1)N(Cc1ccc2c(c1)OCO2)C(=O)c1cccs1 (stereo unspecified)	3.2	42	15%	0.8%	3%	5.2%	2%	1.0%	1%	4%
CCc1ccc(C(=O)CSc2ncn[nH]2)cc1	-2.2	77	9%	0.0%	-11%	3.7%	4%	0.0%	6%	17%
Cc1cc(/C=C(\C#N)C(=O)Nc2ccccc2)c(C)n1-c1ccc(C(=O)O)cc1	0.5	59	11%	0.1%	11%	0.4%	37%	0.7%	-1%	9%
CC1(c2nnc(-c3cccc(Cl)c3)o2)CC(c2ccc(OC(F)(F)F)cc2)=NO1 (stereo unspecified)	0.0	95	5%	0.4%	1%	1.5%	6%	-0.6%	2%	1%
Cc1ccc(-c2csc(NC(=O)c3ccc(-c4ccccc4)cc3)n2)o1	1.3	89	2%	-0.2%	-8%	8.9%	5%	-0.4%	-4%	1%
c1ccc(-c2ccc3[nH]ccc3c2)cc1	0.7	57	.	-8.4%	-1%	2.2%	.	.	.	8%
COc1cccc(CNC(=O)CCNS(=O)(=O)c2ccc(C)cc2)c1	-0.5	69	14%	0.5%[50 µM]	-1%	0.3%	.	.	.	1%
NC(=O)c1ccsc1NC(=O)CSc1nnc(NC2CC2)s1	-1.6	64	.	-0.8%	-12%	.	.	.	.	0%
Cc1ccc(-c2nc(-c3cccnc3)no2)cc1	-6.5	91	4%	4.8%	-8%	2.4%	27%	0.0%	-2%	0%
CCCCCCOc1ccc(/C=C/C(=O)N2CCOCC2)cc1OC	2.1	53	25%	1.0%	-1%	3.5%	4%	-1.7%	14%	12%
COc1ccc(CN(C)CC(=O)Nc2ccccc2C(=O)NC2CC2)cc1F	1.7	60	.	0.1%[50 µM]	-1%	.	.	.	.	2%
CCOCCc1nnc(NC(=O)Cc2c(F)cccc2Cl)s1	0.4	58	6%	-0.1%	-5%	4.3%	-3%	-0.2%	-1%	-4%
Cc1ccc(OCC(=O)Nc2cccc3c2CCCC3)cc1C	0.4	44	.	0.9%	0%	1.1%	.	-0.8%	.	1%
COc1cccc(-n2c(O)c(C=NCc3ccccn3)c3ccccc3c2=O)c1	-0.4	58	14%	-0.7%	-5%	4.9%	-6%	0.4%	9%	9%
Cc1c(NC(=S)NC(NC(=O)C(C)C)C(Cl)(Cl)Cl)c(=O)n(-c2ccccc2)n1C (stereo unspecified)	2.0	55	9%	3.9%[50 µM]	-4%	1.1%	-26%	-0.2%	3%	3%
Oc1ccc(N=Nc2ccc3c(c2)OCCO3)c2cccnc12	1.9	65	11%	0.4%	-1%	1.3%	42%	?	-10%	0%
O=C1c2cccc3cccc(c23)C(=O)N1CC1CCN(CC(O)COc2ccc3ccccc3c2)CC1 (stereo unspecified)	41*	58*	2%	1.0%[50 µM]	5%	-4.5%	.	.	.	-20%
COc1ccc(Cl)cc1-c1nc(SCC(=O)N(C)C)n[nH]1	0.3	52	9%	0.4%	-3%	0.2%	-2%	-0.3%	5%	6%
CN(C)CCCn1c2c(c(SCC(=O)Nc3ccc4c(c3)OCO4)nc1=O)CCCC2	1.9	46	6%	0.2%[50 µM]	-2%	-2.9%	.	.	.	7%
CSc1nc2ccccc2s1	-2.0	90	-10%	-0.5%	-6%	-0.1%	6%	-0.1%	0%	-1%
O=S(=O)(c1cccc(S(=O)(=O)N2CCOCC2)c1)N1CCCCCC1	-0.7	54	8%	-0.1%	-5%	0.6%	3%	-1.1%	-7%	10%	Dengue-2 NS5 capping pilot replicate=-1.2
CN(C(=O)c1cc(-c2ccccc2)on1)C1CCCCC1	1.1	55	4%	0.7%	2%	10%	-6%	-1.1%	5%	5%
CCn1c(C)nc2cc(S(=O)(=O)N3CCCC3)ccc21	-0.1	54	16%	-1.6%	-12%	2.5%	-10%	0.9%	2%	7%
O=C(CSc1ccc(Cl)cc1)N1CCN(c2c(Cl)cccc2[N+](=O)[O-])CC1	15	40	-3%	-0.1%	-7%	6.4%	-8%	-0.3%	1%	12%
CCOc1ccccc1N1CCN(C(=O)c2cn(CC3CCCCC3)nn2)CC1	1.4	75	15%	0.9%	-4%	2.2%	-1%	-0.7%	-3%	5%
Cc1ccc(-c2csc3ncn(CC#N)c(=O)c23)cc1C	2.3	49	-2%	0.3%	10%	4.0%	28%	-0.5%	3%	7%
Cc1c(C(=O)NCc2ccco2)oc2ccccc12	3.3	54	12%	-0.1%	3%	3.4%	11%	1.8%	4%	-2%
Cn1cc(CC(=O)N2CCN(c3ccccc3F)CC2)c2ccccc21	-0.2	75	7%	0.1%	4%	3.3%	1%	-0.4%	2%	10%
CN(C)c1ccc(C2CC(=O)OC3=C2C(=O)CC(C)(C)C3)cc1 (stereo unspecified)	-1.7	82	23%	0.3%	8%	1.2%	-10%	-0.1%	2%	17%
O=C(O)CCSc1nnc(SCC(=O)NC2CCS(=O)(=O)C2)s1 (stereo unspecified)	-0.9	60	.	0.0%	-6%	.	.	.	.	5%
COc1cccc(S(=O)(=O)N2CCOCC2)c1	1.4	76	9%	1.3%	5%	-0.7%	-8%	0.0%	4%	1%
Nc1nc(-c2ccc3c(c2)NC(=O)CO3)cs1	1.4	45	18%	-0.5%	7%	3.4%	-3%	.	0%	17%
CCCc1nc(N)c(C#N)c(-c2cccnc2)c1CC	-2.9	67	2%	0.1%	5%	4.2%	0%	-0.4%	-1%	2%
COc1cc(NC(=O)CSc2ncnc3c2cnn3Cc2ccccc2)cc(OC)c1	3.2	75	-2%	-0.1%	-3%	0.2%	-3%	-0.5%	-2%	6%	Dengue-2 NS5 capping pilot replicate=2.1
CCC(C)N(C(=O)CSc1ncnc2sccc12)C1CCS(=O)(=O)C1 (stereo unspecified)	-2.8	94	.	0.9%[50 µM]	-2%	0.9%	.	.	.	13%
COC(=O)C1=CO[C@@H](C)[C@H]2CN3CCc4c([nH]c5ccccc45)[C@@H]3C[C@H]12	-1.3	66	7%	4.2%	-4%	-0.1%	.	.	.	5%
Cn1c(CNC(=O)c2cccs2)n[nH]c1=S	5.4	89	12%	-0.1%	-6%	0.2%	-13%	0.3%	6%	9%
COc1ccccc1N(CN1C(=O)c2ccccc2C1=O)C(=O)c1cccc(C)c1	0.2	45	0%	1.1%	-10%	1.3%	1%	0.6%	4%	13%
CC1CN(c2nc3ccccc3nc2NS(=O)(=O)c2ccccc2)CC(C)O1 (stereo unspecified)	2.0	52	.	-1.1%	2%	.	.	.	.	2%
Cn1c(=O)c(NC(=O)c2ccccc2)c2n(c1=S)CCCCC2	-2.5	89	0%	0.2%	0%	0.1%	1%	-0.1%	-3%	8%
Fc1cccc(/C=N/Nc2nccnc2Cl)c1	0.1	74	2%	-0.1%	-2%	0.4%	-2%	-1.2%	-1%	7%
Nc1nc(N)n(-c2ccccc2)c(=Nc2ccccc2)n1	-1.2	88	6%	0.2%	-12%	0.6%	-4%	1.0%	-2%	6%
N#Cc1ccsc1NC(=O)CN1CCOCC1	1.5	57	4%	-0.1%	2%	1.4%	5%	0.2%	-5%	13%
CCn1c(SCC(=O)N/N=C/C=C/c2ccccc2[N+](=O)[O-])nnc1-c1ccc(Cl)cc1	3.0	56	8%	.	.	4.2%	14%	-1.1%	-7%	.
Cc1cccc(NS(=O)(=O)c2c(C(=O)N3CCCC3)c(C)n(C)c2C)c1	0.5	65	3%	-0.1%	24%	1.1%	8%	0.1%	-7%	-4%

Reprinted from above (5 entries):
SMILES	NTR1 agonist	NTR1 agonist cell count 20 µM	Large T inhibition	UTI89 phage lysis	Dengue-2 NS5 capping	RSV antiviral HEp-2	AID2073	West Nile virus CPE	Siah-1 displacement	Rac1 GTP hydrolysis	others
COc1cc(NC(=O)CSc2ncnc3c2cnn3Cc2ccccc2)cc(OC)c1	3.2	75	-2%	-0.1%	-3%	0.2%	-3%	-0.5%	-2%	6%	Dengue-2 NS5 capping pilot replicate=2.1
CCC(C)N(C(=O)CSc1ncnc2sccc12)C1CCS(=O)(=O)C1 (stereo unspecified)	-2.8	94	.	0.9%[50 µM]	-2%	0.9%	.	.	.	13%
COC(=O)C1=CO[C@@H](C)[C@H]2CN3CCc4c([nH]c5ccccc45)[C@@H]3C[C@H]12	-1.3	66	7%	4.2%	-4%	-0.1%	.	.	.	5%
Cn1c(CNC(=O)c2cccs2)n[nH]c1=S	5.4	89	12%	-0.1%	-6%	0.2%	-13%	0.3%	6%	9%
COc1ccccc1N(CN1C(=O)c2ccccc2C1=O)C(=O)c1cccc(C)c1	0.2	45	0%	1.1%	-10%	1.3%	1%	0.6%	4%	13%

Compound activity deposited in PubChem BioAssay by several laboratories.
